HP1b chromo inh: blocks HP1-beta chromodomain binding to methylated histone tails; Potency, µM (top dose mostly 114 µM), for the others: at the highest dose activity change, negative = inhibition, usual class: inhibitors; 0.56% of 390,000 active; P83916; AlphaScreen HP1-beta / biotin-H3K9me3 peptide binding; also: nearly all actives have a fitted effect of over 70% in size; inactives centre near 23
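HP1-beta protein (50 nM final) preincubated 30 min at room temperature with biotinylated H3(1-18)K9me3 peptide (50 nM) in PBS pH 7.4, 0.01% Tween-20, then compound added for 30 min. AlphaScreen streptavidin donor/nickel chelate acceptor beads (10 ug/mL final), 30 min dark, luminescence read.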
BAZ2B block: blocks human BAZ2B. Potency, µM (titrated, usually from 114 µM), inactives show at the highest dose activity change, negative = inhibition, usual class: inhibitors. 4.4% of 360,000 active. Q9UIF8. AID 504333. AlphaScreen BAZ2B-H3K14Ac peptide displacement; also: % is scaled to controls: 0 for no effect and ±100 for the full control effect; nearly all actives have a fitted effect of over 60% in size
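BAZ2B (50 nM) with biotin-H3(5-23)K14Ac peptide (50 nM) in PBS pH 7.4, 0.01% Tween-20, preformed 30 min, then compound 30 min at room temperature; top concentration 110uM. AlphaScreen streptavidin donor/nickel chelate acceptor beads (10 ug/mL final), 20 min dark, signal read.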
Pol iota inh: DNA polymerase iota (human) inhibition | AID 588590 | Q9UNA4 | 1% of 390,000 active | Potency, µM (titrated, usually from 115 µM), for the others: at the highest dose activity, negative = inhibition, hits mostly inhibitors | Pol iota fluorescent replication assay, 10 min
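Fluorescent replication assay read twice, at 0 min and 10 min after adding 50 nM (final) substrate. Enzyme (10 nM) and compounds were first incubated 15 min at room temperature; enzyme-free buffer wells were negative controls.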
JMJD2A Tudor: inhibitors of human JMJD2A Tudor domain | AlphaScreen JMJD2A-Tudor / H3K4me3 peptide binding | Potency, µM (series often up to 114 µM), without a hit: at the highest dose activity change, negative = inhibition, most hits filed as inhibitors | 4.4% of 390,000 active; also: % is scaled to controls: 0 for no effect and ±100 for the full control effect; nearly all actives have a fitted effect of over 50% in size
GLS inh: glutaminase GLS (human) inhibition; O94925; AID 624170; 0.21% of 410,000 active; GLS enzymatic activity, qHTS titration; Potency, µM (highest dose often 45.5 µM), inactives show top-dose activity change, negative = inhibition, most hits filed as inhibitors; also: % is scaled to controls: 0 for no effect and ±100 for the full control effect
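hKGA in 45 mM KH2PO4 (pH 8.2), 0.02% Tween-20 with compound, then 1mM L-Glutamine (stock as added) plus glutamate oxidase/HRP/Amplex red coupling mix. Fluorescence read initially and after 30 min at RT; signal change reflects glutamate formation.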
PGK inhibitor: T. brucei PGK inhibition. PGK/GAPDH coupled, Kinase-Glo luminescence, 60 min. P07378. 0.043% of 380,000 active. Potency, µM (top dose mostly 57.5 µM), for inactives: top-dose activity change, negative = inhibition, most hits filed as inhibitors. AID 602233; also: % is scaled to controls: 0 for no effect and ±100 for the full control effect; nearly all actives have a fitted effect of over 60% in size
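Recombinant glycosomal PGK reaction used 1,3-bisphosphoglycerate generated in-well by GAPDH (100nM final) in 100mM TEA pH 7.6, 5mM MgCl2, 0.01% Tween-20. After 60 minutes at room temperature, ATP was read by Kinase-Glo Plus luminescence end-point.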
Pin1 inhibitor: blocks the human prolyl isomerase Pin1. Q13526. Pin1 FP peptide displacement, HiFluor488, 10 min. Potency, µM (highest dose often 115 µM), inactives show at the top dose activity, negative = inhibition, hits mostly inhibitors. 0.009% of 390,000 active; active = well fitted inhibition curve with a large enough effect in the polarisation, with a control signal flat, not every such curve was filed as active; inconclusive = small, poorly fitted or top-dose-only effect, or effect the other way, or a change in a side signal; inactive = no such curve, though single readings can be large or run the other way; the % refers to the polarisation; also: % is scaled to controls: 0 for no effect and ±100 for the full control effect
G9a block: G9a (human) methyltransferase inhibition. G9a H3K9 monomethylation, AlphaScreen, 2 h. 8.8% of 350,000 active. Potency, µM (doses to about 102 µM), for inactives: top-dose activity, negative = inhibition, actives largely listed as inhibitors; also: % is scaled to controls: 0 for no effect and ±100 for the full control effect; nearly all actives have a fitted effect of over 75% in size
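AlphaScreen read-out: biotin-H3K9 peptide (500 nM) methylation by 20 nM enzyme with 20 uM SAM, 2 h at room temperature after 15 min compound preincubation; anti-monomethyl H3K9 antibody plus donor/acceptor beads, 10 min dark.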
BLM helicase inh: blocks DNA unwinding by human BLM helicase | P54132 | recombinant BLM DNA unwinding, fluorescence dequenching | Potency, µM (top dose mostly 56.1 µM), inactives show top-dose activity change, negative = inhibition, most hits filed as inhibitors | 0.2% of 350,000 active | AID 2528;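 also: plate controls were vehicle for no effect and no enzyme for full effect; nearly all actives have a fitted effect of over 35% in size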
Target sequence (P54132 whole entry, looked up): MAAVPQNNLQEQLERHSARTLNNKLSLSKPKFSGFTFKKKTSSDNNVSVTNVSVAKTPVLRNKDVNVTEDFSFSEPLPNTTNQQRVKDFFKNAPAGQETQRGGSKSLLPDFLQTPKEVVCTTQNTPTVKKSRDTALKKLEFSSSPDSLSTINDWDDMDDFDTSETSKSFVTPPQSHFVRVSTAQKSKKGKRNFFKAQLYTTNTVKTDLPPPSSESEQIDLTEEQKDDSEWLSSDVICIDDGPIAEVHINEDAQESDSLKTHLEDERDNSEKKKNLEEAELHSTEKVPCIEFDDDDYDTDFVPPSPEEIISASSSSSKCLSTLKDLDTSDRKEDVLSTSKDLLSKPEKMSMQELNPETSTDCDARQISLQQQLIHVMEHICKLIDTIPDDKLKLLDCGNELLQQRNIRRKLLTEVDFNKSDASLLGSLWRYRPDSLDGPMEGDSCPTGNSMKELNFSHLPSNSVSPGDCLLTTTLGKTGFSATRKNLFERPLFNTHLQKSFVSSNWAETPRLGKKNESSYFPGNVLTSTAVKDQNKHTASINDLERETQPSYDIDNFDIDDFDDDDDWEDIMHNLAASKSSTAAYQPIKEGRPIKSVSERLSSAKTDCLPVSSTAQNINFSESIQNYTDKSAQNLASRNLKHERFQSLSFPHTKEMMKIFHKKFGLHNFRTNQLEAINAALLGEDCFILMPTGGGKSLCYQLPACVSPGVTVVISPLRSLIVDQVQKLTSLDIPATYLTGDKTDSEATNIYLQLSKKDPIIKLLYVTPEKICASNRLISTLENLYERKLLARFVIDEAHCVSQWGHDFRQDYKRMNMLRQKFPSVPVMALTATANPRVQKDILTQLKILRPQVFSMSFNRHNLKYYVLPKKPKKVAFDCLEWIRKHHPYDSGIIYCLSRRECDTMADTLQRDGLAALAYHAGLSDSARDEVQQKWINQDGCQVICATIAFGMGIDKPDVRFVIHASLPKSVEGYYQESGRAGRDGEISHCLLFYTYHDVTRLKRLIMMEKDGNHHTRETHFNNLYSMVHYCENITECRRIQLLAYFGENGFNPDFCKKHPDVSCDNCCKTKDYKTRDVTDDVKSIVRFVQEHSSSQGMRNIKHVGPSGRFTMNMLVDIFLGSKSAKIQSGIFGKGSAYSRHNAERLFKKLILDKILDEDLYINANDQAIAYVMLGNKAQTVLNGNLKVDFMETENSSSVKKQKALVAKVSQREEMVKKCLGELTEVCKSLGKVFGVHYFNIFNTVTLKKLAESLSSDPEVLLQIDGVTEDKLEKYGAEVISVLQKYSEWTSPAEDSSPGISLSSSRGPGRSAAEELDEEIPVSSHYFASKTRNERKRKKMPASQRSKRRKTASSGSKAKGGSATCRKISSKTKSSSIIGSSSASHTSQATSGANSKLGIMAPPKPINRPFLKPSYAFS
Starred values were filed as active, the others as inactive; i = inactive; ? = inconclusive; nt = no result given; & = joins results of further samples; [ ] = dose if it differs, or a comment. Unless noted, calls follow the shape of the dose curve; as a rule, active = well fitted curve in the direction sought with a large enough effect; inconclusive = small, poorly fitted or top-dose-only effect, or another doubt; inactive = no such curve, though single readings can be large; an effect the other way counts as inactive or inconclusive. Potency is read from the fitted curve at half-maximal effect. These rows are one share of the data (hit frequency here may not be typical).

SMILES | HP1b chromo inh | BAZ2B block | Pol iota inh | JMJD2A Tudor | GLS inh | PGK inhibitor | Pin1 inhibitor | G9a block | BLM helicase inh
CSc1nc2ccc3nc(NC(=O)c4ccccc4)sc3c2s1 | 67%[activator] | -5% | -26% | -25% | 1% | 1% | 11% | 11% | -8%
COC(=O)[C@@H]1C[C@@]2(O)[C@H](O)[C@H](O)[C@H](O)C[C@H]2N1Cc1cc(F)ccc1F | 61%[activator] | 5% | 8% | -9% | 1% | 4% | 0% | 14%[12.7 µM] | -7%&-5%
c1ccc(-c2noc(CSc3nc4ccccc4o3)n2)cc1 | 309%[activator] | 174%[activator] | 3% | 167%[activator] | -14% | -3% | 31%[activator] | 301%[activator] | -9%
CCN(C(=O)c1ccc2c(Cl)c3c(nc2c1)CCC3)c1ccc(C)c(C)c1 | 30% | ? | 14% | -27% | -1% | i | 12% | ? | -10%
COc1cccc(C(C(=O)NC2CCCCC2)N(C(=O)c2ccco2)c2ccc(-n3cnnn3)c(C)c2)c1 (stereo unspecified) | 23% | 5% | -4% | 6% | 1% | 3% | 1% | 14%[59 µM] | 1%
Cc1nn(-c2ccccc2)c(C)c1C(=O)OC(C)C(=O)Nc1ccc(C(N)=O)cc1 (stereo unspecified) | 41%[activator] | nt | 83%[activator] | -3% | 2% | -2% | 1% | nt | nt
COc1ccc(/C=N/NC(=O)CSCC(=O)Nc2ccccc2)cc1OC | 13% | -3% | -8%[58.9 µM] | -14% | -12% | -9% | 3% | -33% | 1%
Cc1nc2c(c(C)c1CCC(=O)NCc1ccc(F)cc1)c(=O)n(C)c(=O)n2C | 8% | -7% | 39%[activator] | -14% | -8% | -4% | 0% | 1%[59 µM] | -2%
NC(=O)C1CCN(CC(=O)Nc2nccs2)CC1 | 21% | -2% | 89µM* | -12% | 4% | 10% | -7% | nt | -5%
CCOC(=O)C1CCN(C(=O)CC(C)S(=O)(=O)c2ccc3c(c2)NC(=O)CO3)CC1 (stereo unspecified) | 32% | -3% | 22% | -13% | 1% | -5% | 2% | 71µM* | 1%
C#CCn1c(S(=O)(=O)Cc2ccc(OC)cc2)nc(-c2ccccc2)c1-c1ccccc1 | 12% | -34% | 1% | -23% | -11% | 6% | 9% | -12% | -6%
COc1ccc(C2=CC(=O)C[C@H](c3ccc(F)cc3)C2)cc1OC | 31% | -9% | 23% | -8% | 7% | -4% | 2% | -3%[0.501 µM] | nt
COc1cccc(-n2c(-c3ccco3)nc3nc4ccccc4nc32)c1 | 37% | -2% | 26% | -14% | -8% | nt | 2% | -1% | 2%
Cc1ccc(C)c(S(=O)(=O)/N=C2\C=C(NS(=O)(=O)c3ccccc3)C(=O)c3ccccc32)c1 | ? | 10µM* | ? | 22µM* | 17% | -13% | -11% | 14µM* | -7%
COC(=O)c1ccccc1OC(=O)c1cc[n+]([O-])cc1 | 37%[activator] | -21% | 34%[activator] | -11% | 0% | 0% | 3% | -5%[59 µM] | 1%
O=c1c2cc([N+](=O)[O-])ccc2nc2n1CCCC2 | -1% | -5% | 120%[activator] | -18% | 9% | -10% | 2% | 11% | 0%
O=C(c1ccccc1F)N1CCN(C(=O)C(c2ccccc2)c2ccccc2)CC1 | 0% | -3% | 80%[activator] | -32% | 9% | i | -2% | 5% | -1%
N#CCCn1c(C(C#N)(CCC#N)CCC#N)nc2ccccc21 | 29% | 9% | 8% | -4% | 1% | -1% | 8% | 10%[12.7 µM] | 0%
CCCC1C(c2ccco2)NC(c2ccco2)CC1(C)O (stereo unspecified) | ? | nt | 9% | 3.5µM* | 21% | 5% | -8% | 6.3µM* | -1%
N#C/C(=C\c1ccc(O)c(O)c1)C(=O)NCCc1ccccc1 | ? | 11µM* | ? | ? | -1% | -8% | 15% | 9.5µM* | nt
Cc1cc(C)c(S(=O)(=O)n2ccc(-c3ccc(OCCN(C)c4ccccn4)cc3)n2)c(C)c1 | 21% | -1% | 8% | -23%[57.1 µM] | 1% | 0% | 1% | 73%[activator][59 µM] | -1%
O=C(CN1CCOCC1)Nc1ccc2c(c1)CCC2 | 12% | -16% | 11% | -12%[11.4 µM] | 0% | -2% | 1% | 2% | 2%
CCCOc1ccc(NC(=O)CC2C(=O)Nc3ccccc3N2CC(=O)N2CCCC2)cc1 (stereo unspecified) | 36% | 5% | -7% | -23% | -1% | 7% | 0% | ? | nt
COc1ccc(CCC(=O)NCc2ccco2)cc1 | 25% | ? | -53% | ? | -3% | -12% | -18% | -12%[12.7 µM] | -11%
COc1ccc(NC(=O)C(=O)N/N=C\c2ccc(CNC(=O)C(=O)Nc3ccc(C)c(C)c3)o2)c(OC)c1 | 38% | -23% | -9% | -25% | -2% | 3% | 6% | ? | -16%
Next part:
SMILES | HP1b chromo inh | BAZ2B block | Pol iota inh | JMJD2A Tudor | GLS inh | PGK inhibitor | Pin1 inhibitor | G9a block | BLM helicase inh
CCn1cc(C(=O)NCCc2ccccc2)c(=O)c2cc(S(=O)(=O)N3CCCCCC3)ccc21 | 16% | nt | 18% | -21% | 2% | 3% | 15% | -11%[59 µM] | -8%
O=C(c1ccc(Cl)cc1)N1CCN(c2ccc([N+](=O)[O-])c(NCc3cccnc3)c2)CC1 | 6% | nt | 8% | ? | -5% | i | 12% | nt | nt
COc1ccc(C(=O)NCC(c2ccc(N(C)C)cc2)N2CCOCC2)cc1 (stereo unspecified) | 32% | 1% | -2% | -13% | 34%[activator] | -6% | -2% | ? | -1%
CC(C)(C)n1nc2c(c1NC(=O)c1cc3ccccc3o1)CSC2 | 25% | ? | 43%[activator] | -11% | -10% | -11% | 2% | -8% | -8%
O=C(COc1ccccc1)n1nc(-c2ccc(Cl)cc2)nc1NCc1ccco1 | 40%[activator] | 3% | 1% | 3% | nt | i | 2% | ? | 2%
Cc1cc(C)cc(NC(=O)c2nccnc2C(=O)O)c1 | 6% | ? | -24% | 79µM* | 1% | -1% | 0% | 25µM* | 3%
Cc1ccc(NC(=O)COC(=O)c2cc(C)nc3ccccc23)c([N+](=O)[O-])c1 | 7% | 0% | 38%[activator] | -8% | 8% | 1% | 1% | 2% | -2%
Cc1ccccc1OCC(=O)N(Cc1ccc(C(C)C)cc1)C1CCS(=O)(=O)C1 (stereo unspecified) | 32% | -13% | -15% | -15% | 4% | 12% | 0% | 3%[59 µM] | -4%
Cc1noc(C)c1CN1C(=O)c2cccc([N+](=O)[O-])c2C1=O | 20% | -20% | -21% | -3% | 0% | -3% | -1% | 4% | -1%
COC(=O)c1sc(NC(=O)CSc2nc3cccnc3n2C)nc1C | 10% | -20% | 14% | -6% | 6% | -9% | 2% | 5% | -5%
Cn1c(N)c(C(=O)Nc2cccc(Cl)c2)c(=O)n(C)c1=O | 9% | 11% | 138%[activator] | -3% | 8% | -3% | -3% | 25% | -9%
Nc1nc(NCc2ccco2)nn1-c1ccccc1 | 57%[activator] | 11% | 1% | -16% | 51%[activator] | -4% | -2% | -12%[59 µM] | -2%
CS(=O)(=O)Nc1ccc(C(=O)Nc2ccccc2Sc2ccccc2)cc1 | 1% | -3% | 10% | ? | 8% | -4% | -3% | -2%[59 µM] | -5%
COCc1c(Br)c(C)nc(OCC(=O)N/N=C/c2cc(C)n(-c3ccc([N+](=O)[O-])cc3)c2C)c1C#N | 49%[activator] | 5% | 6% | -11% | 6% | -1% | -4% | -2%[59 µM] | 0%
CN1CCC(OC(=O)c2ccco2)CC1 | 40% | 5% | 125%[activator] | 1% | 3% | -4% | 1% | 2% | 0%
COc1ccc(NC(=O)OC(CN2CCCCC2)C(F)(F)F)cc1 (stereo unspecified) | 17% | 12% | 15% | -10% | -5% | -24% | -7% | nt | -11%
Cc1cnc(C)c(N2CCN(Cc3nc(-c4ccccc4)no3)CC2)n1 | 25% | -39% | -13% | -27% | 0% | -12% | -1% | -22% | -4%
CC1CCN(CCCCOc2ccc(C(=O)c3ccccc3)cc2)CC1 | -1% | -14% | ? | -21%[11.4 µM] | 30% | -2% | -3% | 35µM* | -1%
COc1cc(C)nc(NC(=O)COc2ccc(Cl)cc2C)n1 | 54%[activator] | 9% | 5% | 4% | 8% | -3% | 0% | -7%[12.7 µM] | -11%
O=C1ON=C(c2ccccc2)/C1=C/c1ccccc1 | 37% | -27% | -8% | -25% | 21% | -3% | 4% | 45µM* | -6%
C/C(=N/NC(=O)c1ccncc1)c1ccc2c(c1)OCO2 | 19% | -1% | 14% | 13% | 7% | 2% | -6% | -1%[12.7 µM] | 1%
CCCCCC(=O)Oc1cccc(N2C(=O)C3CCCCC3C2=O)c1 (stereo unspecified) | 8% | -5% | 71%[activator] | -11%[11.4 µM] | 0% | 0% | 2% | -8% | -3%
CC1(C)C2CCC1(CS(=O)(=O)Nc1ccc(S(=O)(=O)N3CCCCC3)cc1)C(=O)C2 (stereo unspecified) | 11% | -38% | 5% | -7% | -4% | i | 0% | -20%[59 µM] | -2%
O=C(NC1CCCc2ccccc21)C1CCN(S(=O)(=O)c2cccc3nsnc23)CC1 (stereo unspecified) | 13% | 7% | -7% | -18% | 3% | -4% | -7% | -35% | -5%
O/N=C(\c1ccc(Cl)cc1Cl)c1ncc(C(F)(F)F)cc1Cl | 33% | 9% | 2% | -19% | 20% | -9% | -1% | 11% | -10%
CCc1ccc(CCC(=O)Nc2ccc(Cl)cc2)o1 | 13% | -1% | -19% | -9% | 4% | 5% | 0% | nt | 1%

With a hit mark in Pol iota inh, of those listed so far:
SMILES | HP1b chromo inh | BAZ2B block | Pol iota inh | JMJD2A Tudor | GLS inh | PGK inhibitor | Pin1 inhibitor | G9a block | BLM helicase inh
NC(=O)C1CCN(CC(=O)Nc2nccs2)CC1 | 21% | -2% | 89µM* | -12% | 4% | 10% | -7% | nt | -5%

2 of the compounds above, with two lines to a compound.
Value order – HP1b chromo inh, BAZ2B block, Pol iota inh, JMJD2A Tudor, GLS inh, PGK inhibitor, Pin1 inhibitor, G9a block, BLM helicase inh
- Nc1nc(NCc2ccco2)nn1-c1ccccc1
  57%[activator], 11%, 1%, -16%, 51%[activator], -4%, -2%, -12%[59 µM], -2%
- CS(=O)(=O)Nc1ccc(C(=O)Nc2ccccc2Sc2ccccc2)cc1
  1%, -3%, 10%, ?, 8%, -4%, -3%, -2%[59 µM], -5%

Screening results as filed in PubChem.
